Mtb RmlCD inh = M. tuberculosis RmlC/RmlD inhibition | AID 1533 | inhibition, % at 3.6 µM | RmlC+RmlD coupled enzyme assay, percent inhibition; primary screen in compound mixtures | 160,000 compounds, 0.03% hits | P9WH09+P9WH11; in the data active = inhibition mostly above about 34%, no sharp cut-off; note: some results filed as inactive read as strong as hits
Target sequence (P9WH09 whole entry, looked up): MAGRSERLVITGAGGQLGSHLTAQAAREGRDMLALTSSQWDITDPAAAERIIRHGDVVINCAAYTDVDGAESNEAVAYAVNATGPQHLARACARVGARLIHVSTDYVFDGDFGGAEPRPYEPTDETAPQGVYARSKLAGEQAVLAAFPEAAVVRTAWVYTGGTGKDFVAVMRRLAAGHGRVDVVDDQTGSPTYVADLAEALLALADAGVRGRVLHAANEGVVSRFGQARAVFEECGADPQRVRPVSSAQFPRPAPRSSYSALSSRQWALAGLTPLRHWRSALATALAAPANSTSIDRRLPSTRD
Target sequence (P9WH11 whole entry, looked up): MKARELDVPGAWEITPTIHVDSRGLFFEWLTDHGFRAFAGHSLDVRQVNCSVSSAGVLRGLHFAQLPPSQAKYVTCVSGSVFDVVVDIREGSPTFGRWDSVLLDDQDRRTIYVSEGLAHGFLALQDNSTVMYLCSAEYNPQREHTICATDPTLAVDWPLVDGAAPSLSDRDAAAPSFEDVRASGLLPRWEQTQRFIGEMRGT
M. tuberculosis GlmU = inhibition of mycobacterial GlmU enzyme – biochemical, glucosamine-1-phosphate acetyltransferase (AID 1376); M. tuberculosis GlmU acetyltransferase enzyme assay; higher % means a stronger effect; inhibition, %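 (tested at 30 µM in the primary screen)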, or IC50 in µM where a hit was titrated; 220,000 compounds, 0.25% hits; in the data active = inhibition above about 13%;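 note: 0% = complete reaction with vehicle and 100% = reaction without substrate; strong numbers were not always called active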
* = called active by the depositor; / = not tested or not shown.

Fields – Mtb RmlCD inh	M. tuberculosis GlmU
O=C(/C=C/c1ccccc1)C1=C(O)C(=O)N(CCO)C1c1ccc2c(c1)OCO2 (centres undefined)
 : 10.8	1.5%
Cc1ccc(-c2cc3ccccc3nc2N2CCCC2)cc1
 : 8.2	1.0%
COc1ccc(-c2cc(C(=O)Oc3ccc([N+](=O)[O-])cc3)c3ccccc3n2)cc1
 : 0.9	-0.7%
CC1(C)CC(=O)C2=C(C1)N(CCN1CCOCC1)C1=C(C(=O)CC(C)(C)C1)C2c1ccc(Cl)cc1
 : -5.9	-1.4%
CC1CCCC(NC(=O)c2n[nH]c(=O)c3ccccc23)C1C (centres undefined)
 : /	4.5%
CCC(CC)c1nnc(NC(=O)CCN2C(=O)c3ccccc3C2=O)s1
 : 4.8	-0.2%
COc1ccc(C)cc1NC(=O)Cn1cnc2sc(C)c(S(=O)(=O)N3CCOCC3)c2c1=O
 : /	1.0%
O=C(O)CC12CC3CC(C1)CC(n1ncc(NCc4ccccc4)c(Cl)c1=O)(C3)C2
 : 14.2	0.1%
COc1ccc(-c2cc(=O)c3ccccc3n2C)cc1
 : /	1.0%
COc1ccc(C(=O)OCC(=O)c2ccccc2)cc1S(=O)(=O)N1CCOCC1
 : -5.5	4.0%
O=C(N/N=C/c1ccco1)c1cc([N+](=O)[O-])cc([N+](=O)[O-])c1
 : /	3.0%
CCOC(=O)c1sc(NC(=O)/C=C/c2ccc(F)cc2)nc1C
 : 2.5	-0.7%
CC1=C(C(=O)OCC(C)C)C(c2ccsc2)C2=C(CCCC2=O)N1 (centres undefined)
 : /	-5.5%
COC(=O)[C@H](CCSC)NC(=O)Nc1ccc(C)cc1
 : /	5.8%
Cc1ccc2cccc(N)c2n1
 : -2.1	4.9%
Cc1cccc(NC2SC(=O)N(CC(=O)O)C2=O)c1 (centres undefined)
 : /	7.8%
COc1ccc(/C=N/Nc2cc(C)nc(N3CCOCC3)n2)cc1OC
 : -8.6	2.4%
COc1ccccc1C(=O)Oc1cc(N)n(S(=O)(=O)c2ccc(C)cc2)n1
 : -1.1	-5.8%
CC(C)(C)c1cc2nc(N)nc(N)n2n1
 : -2.5	0.8%
O=C(Nc1cc(Cl)cc(Cl)c1)C(NCCO)c1ccccc1 (centres undefined)
 : 4.8	1.8%
COC(=O)c1sc2nc(C)cc(C)c2c1N
 : /	2.1%
Nc1cc(=O)[nH]c(=O)n1CC1CC1
 : /	5.4%
CC(=O)c1sc(NC(=O)C2=NN(c3ccccc3)C(=O)CC2)nc1C
 : -9.6	6.3%
Cc1nn(Cc2ccccc2)c(C)c1NC(=O)CSc1nc2sc3c(c2c(=O)n1C)CCC3
 : /	1.2%
CC(C)c1ccc(NC(=O)c2n[nH]c(=O)c3ccccc23)cc1
 : -10.2	-0.7%
COc1ccccc1NC(=O)C(=O)NCc1ccccc1Cl
 : 6.2	-3.7%
CN(C)S(=O)(=O)Oc1cccc(C(=O)Nc2ccc(Cl)cc2)c1
 : 2.7	-2.2%
COc1ccc(C(=O)NNC(=O)c2ccccc2[N+](=O)[O-])cc1[N+](=O)[O-]
 : -8.2	0.7%
CCOC(=O)Cc1c(C)nc2c(-c3ccccc3)c(-c3ccccc3)[nH]n2c1=O
 : 6.0	1.5%
CCOC(=O)CN1C(=O)N[C@@H](c2cccc(C(F)(F)F)c2)[C@@H](C(=O)OC)[C@H]1C
 : /	2.0%
COc1cccc(NC(=O)CN2CCN(c3nc(-c4cccc(OC)c4)cs3)CC2)c1
 : /	-5.0%
Nn1c(SCC(=O)NCc2ccccc2)nncc1=O
 : -10.2	-3.2%
O=[N+]([O-])c1cc2c(cc1/C=N/NS(=O)(=O)c1ccc(Br)cc1)OCO2
 : 3.0	2.1%
CCc1ccc(NC(=O)CN2C(=O)C(=O)N(Cc3ccccc3)C2=O)cc1
 : 9.8	2.6%
CCOC(=O)C1=NN(c2ccccc2)C(=O)C1
 : 12.1	/
Clc1ccc(-c2cnc3n2CCC3)cc1
 : -5.0	/
CC(=O)c1ccc(S(=O)(=O)Nc2ccc(-c3ccc4nnc(C)n4n3)cc2)cc1
 : -4.6	-3.9%
Cc1ccc(C)c(NC(=S)NC23CN4CN(CN(C4)C2)C3)c1
 : -2.0	2.0%
CCOc1ccc(NC(=O)C2CCN(c3nnnn3-c3ccccc3)CC2)cc1
 : -11.2	5.2%
CCCN1CCC(N(C)CCc2ccc(OC)c(OC)c2)CC1
 : /	-1.3%
Cn1cc(CCC(=O)N2CCCC(C(=O)c3cccc4ccccc34)C2)cn1 (centres undefined)
 : -0.1	4.0%
CC(=O)Nc1ccc(OCC(=O)NCCc2ccccc2)cc1
 : -11.9	-0.8%
NS(=O)(=O)c1cccc(NC(=O)CSc2nc3ccccc3n2-c2ccccc2)c1
 : 6.6	3.8%
CSc1cccc(NC(=O)/C=C/c2ccccc2)c1
 : -9.4	-3.9%
Clc1ccccc1CN1CCN(c2cccc3[nH]ccc23)CC1
 : 2.9	2.5%
O=C(COC(=O)/C=C/c1cccc(F)c1)Nc1ncccn1
 : -5.3	2.2%
O=C(Oc1c(Cl)cc(Cl)c2cccnc12)N1CCOCC1
 : 5.8	-1.7%
Cc1ccccc1NC1=NCCCS1
 : /	1.1%
CCNc1nc(C)nc2c1oc1ccccc12
 : -7.8	-2.4%
CSc1sccc1/C=N/O
 : 2.8	-4.3%

More entries:
Fields – Mtb RmlCD inh	M. tuberculosis GlmU
CCOC(=O)c1cn(CC)c2ccc(S(=O)(=O)N3CCC(C)CC3)cc2c1=O
 : -25.8	-6.9%
COCCNC(=O)CSc1nc2ccc(N3CCOCC3)cc2c(=O)n1CCc1ccccc1
 : /	4.1%
CN1CCN(S(=O)(=O)c2ccc(SCCOc3ccccc3)nc2)CC1
 : /	-3.3%
COc1ccc(-c2ccc(=O)n(CC(=O)Nc3nnc(C(C)C)s3)n2)cc1OC
 : /	3.3%
CCNc1ccc2noc3c2c1C(=O)c1ccccc1-3
 : /	-1.3%
CCOC(=O)C(NCCCCl)c1ccccc1 (centres undefined)
 : -5.4	1.7%
CC(C)(C)n1nnnc1C(c1ccc(Cl)cc1)N1CCCc2ccccc21 (centres undefined)
 : -10.9	5.4%
COC(=O)C(C(=O)OC)c1ncc(C(F)(F)F)cc1Cl
 : /	-4.0%
O=C(O)COCCN1CCN(C(c2ccccc2)c2ccc(Cl)cc2)CC1 (centres undefined)
 : /	-7.4%
N#Cc1c(-c2ccncc2)c2c([nH]c1=O)-c1ccccc1OC2
 : -7.3	0.3%
O=C(Cc1cc(=O)[nH]c(=O)[nH]1)NCCN1CCOCC1
 : /	-4.5%
Cc1ccc(OC(=O)C(C)c2cccc(C(=O)c3ccccc3)c2)cc1 (centres undefined)
 : /	4.6%
COc1ccc(C(=O)Nc2nc(N)n(-c3ccccc3)n2)cc1OC
 : -3.5	1.1%
CCC1CCCCN1CC(O)Cn1c2ccccc2n2c(=O)cc(C)c(C#N)c12 (centres undefined)
 : /	-6.2%
COC(=O)C(C)Oc1ccc(Oc2nc(Cl)ccc2Cl)cc1 (centres undefined)
 : -6.1	6.9%
O=C(c1cc2ccccc2oc1=O)N(Cc1cccs1)C1CCS(=O)(=O)C1 (centres undefined)
 : /	1.2%
Cc1ccc2c(c1)[nH]c1c(=O)n(Cc3ccccn3)cnc12
 : 1.9	-3.0%
CCc1ccc(CSc2nccn2-c2ccccc2)cc1
 : /	2.0%
CCOc1ncccc1C(=O)N=C1SCCN1C(=O)c1cccnc1OCC
 : 7.8	1.8%
CCOC(=O)c1ccc(N2CN(C3CCCCC3)CNC2=S)cc1
 : -2.0	-5.6%
CC(C)(C)C(=O)/C=C/c1ccc(Oc2ccccc2)cc1
 : /	-3.1%
N=C1S/C(=C\c2ccco2)C(=O)N1c1nccs1
 : 9.7	10.8%
CC1CN(C(c2cccs2)c2sc3ncnn3c2O)CC(C)O1 (centres undefined)
 : /	-7.0%
COc1ccc(CNC(=O)CN(Cc2ccc(OC)cc2)C(=O)c2csnn2)cc1
 : -10.1	2.9%
CS(=O)(=O)Nc1nc2n(n1)C(c1ccc(F)cc1)CC(c1ccccc1)N2 (centres undefined)
 : -10.1	1.3%
Cc1ccc(C)c(N2CCN(C(=O)Cn3cccc3)CC2)c1
 : /	2.0%
c1ccc(-c2ccc(C3CCCN3)cc2)cc1 (centres undefined)
 : 8.4	/
O=C1OCC/C1=C\c1ccc(O)cc1
 : 12.2	/
O=C(c1ccc(Cn2cc(Br)cn2)cc1)N1N=C(C(F)F)CC1(O)C(F)F (centres undefined)
 : -2.8	-4.0%
CC1(C)C2CCC1(CS(=O)(=O)N1CCOCC1)C(=O)C2 (centres undefined)
 : /	0.4%
Cc1ccccc1OCC(=O)N/N=C/c1ccc(Sc2nc3ccccc3s2)o1
 : -6.6	-3.2%
Cc1noc(C)c1COC(=O)/C=C/c1ccccc1Cl
 : 10.2	6.5%
CCCCCCCCNC(=O)c1cnsn1
 : /	-13.0%
O=C(O)C(c1ccccc1)C1(O)CCCCC1 (centres undefined)
 : -0.3	/
CCCN1CCN(C(=O)Nc2ccc(OCC)cc2)CC1
 : /	2.1%
O=C(Nc1ccccc1N1CCN(c2ccccc2)CC1)C1CCCCC1
 : /	-3.2%
O=C(c1cc(-c2ccco2)on1)N1CCCc2ccccc21
 : /	1.6%
Cc1ccc2oc(=O)n(CC(=O)c3ccc(F)cc3)c2c1
 : 5.4	-5.9%
COC(=O)c1cc(S(=O)(=O)N2CCC(C(N)=O)CC2)oc1C
 : /	-6.5%
CCCn1c(=O)c(C(=O)NCc2ccco2)c(O)c2ccccc21
 : 4.8	4.7%
COc1cccc(C(=O)C2CCCN(Cc3cccc4c3OCO4)C2)c1 (centres undefined)
 : -5.6	8.0%
COc1ccc(NS(=O)(=O)c2cc(NC(=O)c3ccco3)ccc2N2CCCCC2)cc1
 : -12.1	-2.5%
COc1ccc(CCNc2ncnc3c2oc2ccccc23)cc1OC
 : /	2.5%
Cc1ccc(C)c(S(=O)(=O)N2CCCOC2CNC(=O)C(=O)NCCC2=CCCCC2)c1 (centres undefined)
 : -6.3	-1.5%
CCOC(=O)c1cc(CC)sc1NC(=O)CC1Sc2ccc(C(F)(F)F)cc2NC1=O (centres undefined)
 : -4.8	7.0%
Cc1ccc(N2C(=O)N(CC(=O)C(C)(C)C)c3ccccc3S2(=O)=O)cc1
 : -13.7	2.1%
CCOC(=O)C1CCN(C(=O)Nc2ccc3nc(-c4ccco4)c(-c4ccco4)nc3c2)CC1
 : 7.6	11.1%
CC(C)(C)NC(=O)NC(=O)CN1CCN(Cc2ccccc2)CC1
 : -10.7	0.8%
CCN(CC)CCN1C(=O)C(=O)/C(=C(/O)c2ccc(OC(C)C)cc2)C1c1ccncc1 (centres undefined)
 : -7.3	1.6%
Cc1cc(NC(=O)CS(=O)(=O)Cc2ccccc2)no1
 : 2.8	1.0%

More structures:
Fields – Mtb RmlCD inh	M. tuberculosis GlmU
O=C(CSc1ccccc1)Nc1ccc(S(=O)(=O)Nc2ncccn2)cc1
 : -3.9	4.0%
CC1(C)CC(=O)c2sc(NS(=O)(=O)Cc3ccccc3)nc2C1
 : /	-0.5%
CCOc1ccc(-n2c(=O)c3sccc3n(CC(=O)NCc3ccco3)c2=O)cc1
 : 11.4	4.6%
CC(=O)c1cccc(NC(=O)C2C3C=CC(C3=C(c3ccccc3)c3ccccc3)C2C(=O)O)c1 (centres undefined)
 : 4.4	1.3%
O=C(NCCc1c[nH]c2ccccc12)c1cccc(S(=O)(=O)Nc2ccccc2Cl)c1
 : 28.8	-0.5%
O=C(NC1CC1)C1C2C3C4CC5C3C5C4C12 (centres undefined)
 : /	-6.3%
COc1ccc2[nH]c3c(=O)n(CCCN4CCOCC4)cnc3c2c1
 : -6.6	2.1%
O=C(O)CSc1ncn[nH]1
 : -9.2	0.5%
CC(C)CC(NC(=O)c1ccccc1)C(=O)N/N=C/c1ccco1 (centres undefined)
 : /	7.9%
Cc1cn(C2OC(COC(=O)c3ccccc3)C(O)C2O)c(=O)[nH]c1=O (centres undefined)
 : /	2.7%

Five records drawn at random from those above, as already listed:
Fields – Mtb RmlCD inh	M. tuberculosis GlmU
O=C(NCCc1c[nH]c2ccccc12)c1cccc(S(=O)(=O)Nc2ccccc2Cl)c1
 : 28.8	-0.5%
CC(C)CC(NC(=O)c1ccccc1)C(=O)N/N=C/c1ccco1 (centres undefined)
 : /	7.9%
Cc1cn(C2OC(COC(=O)c3ccccc3)C(O)C2O)c(=O)[nH]c1=O (centres undefined)
 : /	2.7%
O=C(O)CSc1ncn[nH]1
 : -9.2	0.5%
CCOc1ccc(-n2c(=O)c3sccc3n(CC(=O)NCc3ccco3)c2=O)cc1
 : 11.4	4.6%

(further entries)
Fields – Mtb RmlCD inh	M. tuberculosis GlmU
NC(=O)C1CCN(C(=O)c2ccc3c(=O)n(Cc4ccco4)c(SCC(=O)c4ccc(F)cc4)nc3c2)CC1
 : -5.7	3.4%
CSCCC(NC(=O)COc1ccccc1)C(=O)N1CCN(c2ccccc2F)CC1 (centres undefined)
 : /	9.4%
CCOC(=O)N=Nc1c(O)n(CC)c2ccccc12
 : /	-0.6%
CCOc1cc(N2CCOCC2)c(OCC)cc1NC(=O)C(C)C
 : /	-1.0%
O=C(C1CCC(CNS(=O)(=O)c2ccc(F)cc2)CC1)N1CCOCC1 (centres undefined)
 : /	1.7%
Cc1ccc(S(=O)(=O)N(Cc2ccccc2)c2ccccc2C(=O)NCc2cccnc2)cc1
 : /	3.7%
COc1cccc(C(=O)NCC(c2cccnc2)N2CCN(c3ccccc3OC)CC2)c1 (centres undefined)
 : 8.6	/
S=C(c1ccc(-c2ccc(Cl)cc2)o1)N1CCCCC1
 : -6.2	1.2%
CCCOc1ccc(OCCNC2CCCC2)cc1
 : 2.2	-2.1%
CC(C)(C)C(=O)Nc1ccc(C(=O)N/N=C/C2CC3C=CC2C3)cc1 (centres undefined)
 : 2.0	1.4%

Some of the compounds tested; the hit share may differ from the screen's.
